TDP1 cell noCPT: qHTS for Inhibitors of human tyrosyl-DNA phosphodiesterase 1 (TDP1): qHTS in cells in absence of CPT; DT40 Tdp1-/- hTDP1 cells, no CPT, ATP luminescence, 48 h; Potency, µM (doses to about 46.2 µM), without a hit: at the top dose activity change, negative = growth inhibition, hits mostly inhibitors; hit rate 15% among 420,000; note: nearly all actives have a fitted effect of over 55% in size
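Readout: luminescence from CellTiter-Glo after 30 min in the dark at RT. Cells: DT40 Tdp1-/- with stable hTDP1, 400/well. Exposure: compounds alone, ≥48 hr, 37 °C.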
DT40 TDP1 CPT: DT40-hTDP1 cell growth loss with CPT. chicken DT40 Tdp1-/-;hTDP1 cells + 20 nM CPT, ATP luminescence, 48 h. Potency, µM (highest dose often 46.2 µM), inactives show at the top dose activity change, negative = growth inhibition, most hits filed as inhibitors. hit rate 12% among 420,000. AID 686979; note: nearly all actives have a fitted effect of over 55% in size
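Cell growth measured by CellTiter-Glo luminescence after a minimum 48 h, 37 C compound exposure with 20 nM CPT in Tdp1-knockout DT40 cells stably expressing hTDP1, seeded 400/well; qHTS titration format.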
TDP1 block: TDP1 (human) enzyme inhibition | Q9NUW8 | recombinant TDP1, AlphaScreen DNA substrate cleavage | Potency, µM (series often up to 130 µM), inactives show at the top dose activity change, negative = inhibition, actives largely listed as inhibitors | hit rate 0.28% among 350,000 | AID 485290; note: nearly all actives have a fitted effect of over 40% in size
Target sequence (Q9NUW8 whole entry, looked up): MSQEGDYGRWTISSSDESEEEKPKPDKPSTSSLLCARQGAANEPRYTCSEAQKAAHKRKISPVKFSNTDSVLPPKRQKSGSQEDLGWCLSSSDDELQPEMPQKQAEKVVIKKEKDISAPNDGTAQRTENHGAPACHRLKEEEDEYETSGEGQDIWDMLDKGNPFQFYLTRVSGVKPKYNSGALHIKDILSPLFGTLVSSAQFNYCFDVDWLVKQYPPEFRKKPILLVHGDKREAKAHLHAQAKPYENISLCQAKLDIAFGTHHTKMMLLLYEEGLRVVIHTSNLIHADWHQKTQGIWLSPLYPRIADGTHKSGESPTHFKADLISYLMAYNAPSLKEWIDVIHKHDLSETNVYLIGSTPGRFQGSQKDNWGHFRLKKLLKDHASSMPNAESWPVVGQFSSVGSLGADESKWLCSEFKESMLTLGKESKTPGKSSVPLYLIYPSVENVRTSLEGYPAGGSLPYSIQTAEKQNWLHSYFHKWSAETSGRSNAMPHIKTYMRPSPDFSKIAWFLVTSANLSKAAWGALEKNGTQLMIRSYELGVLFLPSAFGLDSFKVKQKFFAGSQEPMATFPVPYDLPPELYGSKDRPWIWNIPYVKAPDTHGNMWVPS
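Tdp1 1 nM final; 15 min RT w/ cpd; substrate 15 nM, 5 min; beads 10 ug/ml, 10 min; AlphaScreen read. Neg ctrl: no enzyme.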
* marks the source's active call; other numbers are inactive results; u = inconclusive; x = not tested or not shown; [ ] = dose if it differs, or a comment. Calls come from the whole dose curve; as a rule, active = well fitted curve in the direction sought with a large enough effect; inconclusive = small, poorly fitted or top-dose-only effect, or another doubt; inactive = no such curve, though single readings can be large; an effect the other way counts as inactive or inconclusive. % is set by controls: 0 for no effect and ±100 for the full control effect; potency is the fitted concentration of half-maximal effect. No enrichment for hits; about 18% have a hit in one of these screens.

SMILES | TDP1 cell noCPT | DT40 TDP1 CPT | TDP1 block
O=C(CCN1CCN(c2ccccc2)CC1)Nc1ccccc1 | 2% | -6% | x
COCCn1c(SCC(=O)Nc2nnc(C)s2)nnc1-c1ccco1 | 12% | 6% | 0%
O=C(CN1CCN(c2ccccc2)CC1)Nc1ccc(F)cc1 | -4% | 5% | x
COc1ccc(CC(=O)Nc2ccc(-c3cn4ccccc4n3)cc2)cc1 | u | 13µM* | 2%
O=C(O)CC1(CC(=O)N2CCC(C(=O)O)CC2)CCCC1 | 10% | 45%[activator] | x
Cc1ccc(C(C)C)c(OCC(=O)Nc2ccc(C(=O)OC3CCCCC3)cc2)c1 | u | u | -1%[12.3 µM]
Cc1cccc(NC(=O)c2ccc(N(C)C3CCCCC3)c([N+](=O)[O-])c2)n1 | 16µM* | 21µM* | 8%
OC(Cn1cncn1)(c1ccccc1)c1ccccc1 | -11% | 10% | 6%
CCOC(=O)/C(C#N)=C/c1c(Oc2cccc(C)c2)nc2ccccn2c1=O | -15% | -13% | 3%
CCC1CCC(c2nnc(-c3ccc(Br)cc3)o2)CC1 (configuration not stated) | u | -24% | -5%
Oc1ccccc1CNCCCN1CCOCC1 | 23% | 0% | x
O=C(CCC(=O)c1cccs1)Nc1ccc(F)c(F)c1F | -24% | 2% | 10%
COc1ccc(CCN2CC(C#N)=C3c4cc(OC)c(OC)cc4CCN3C2)cc1OC | u | u | 7%
COc1ccc(-c2cc(C(=O)NCCc3ccc(OC)c(OC)c3)c3ccccc3n2)cc1 | 12µM* | 18µM* | 0%[12.3 µM]
CCN1CCN(c2nc3ccccn3c(=O)c2/C=C(\C#N)S(=O)(=O)c2ccccc2)CC1 | -4% | 13% | 1%
C=CCn1c(COc2ccc(F)cc2)nnc1SCC(=O)NC(=O)NCc1ccco1 | -10% | -12% | -2%
CCC(=O)Nc1cc2c(C)cc(=O)oc2cc1C | 2% | 6% | 0%
COCCn1c(-c2ccc(Br)cc2)csc1=Nc1cccnc1 | 18µM* | 16µM* | 6%
CCOC(=O)c1nn(-c2ccc(C)cc2)c(=O)c2c(N)scc12 | -29% | -17% | 2%
Cn1c(SCc2ccccc2)nnc1-c1ccncc1 | 9% | -3% | 1%
NS(=O)(=O)c1cccc(NC(=O)COC(=O)CCC(=O)c2cccs2)c1 | 11% | -17% | 1%
Cc1cccc(-c2cc3nc4c(c(NCc5ccco5)n3n2)CCCC4)c1 | u | u | 9%
COc1cccc(OC)c1C(=O)Nc1nc2c(s1)CCc1ccccc1-2 | -15% | 0% | 5%[12.3 µM]
CC(NC(=O)C1CCCN1S(=O)(=O)c1ccc2c(c1)n(C)c(=O)c(=O)n2C)c1ccccc1 (configuration not stated) | u | -2% | x
Cc1cc(=S)c2cccc(C)c2[nH]1 | u | u | 3%
COc1c(Cl)cc(Br)c(OC)c1C(=O)NC(=O)Nc1nc(C)cc(C)n1 | u | -25% | 4%
COc1ccc(CCc2nnc(CCC(=O)NCCc3ncccc3C)o2)cc1 | 7% | 1% | 7%
COc1cc(NC(=O)CN(C)S(=O)(=O)c2ccc3c(c2)CCC(=O)N3)cc(OC)c1 | -12% | -23% | 4%
COc1cccc(NC(=O)N(C)C[C@@H]2OCc3cn(nn3)CCCC(=O)N([C@H](C)CO)C[C@H]2C)c1 | 17% | 6% | x
COc1ccc(F)cc1C(=O)C1CCCN(C(=O)Cc2c(C)noc2C)C1 (configuration not stated) | -30% | -17% | 4%

Shown field by field: part of the list above
structure: COc1cc(NC(=O)CN(C)S(=O)(=O)c2ccc3c(c2)CCC(=O)N3)cc(OC)c1
  TDP1 cell noCPT: -12%	DT40 TDP1 CPT: -23%	TDP1 block: 4%

structure: COc1cccc(NC(=O)N(C)C[C@@H]2OCc3cn(nn3)CCCC(=O)N([C@H](C)CO)C[C@H]2C)c1
  TDP1 cell noCPT: 17%	DT40 TDP1 CPT: 6%	TDP1 block: x

Later entries:
SMILES | TDP1 cell noCPT | DT40 TDP1 CPT | TDP1 block
Cc1ccc(C(=O)N2CCC3(CC2)Oc2ccc(Cl)cc2C(=O)C32CC(c3ccc(Cl)cc3)=NO2)s1 (configuration not stated) | 1% | -3% | 2%
O=C(Nc1nnc(CC(=O)N2CCOCC2)s1)C1COc2ccccc2O1 (configuration not stated) | -13% | 3% | 4%
Cc1occc1C(=O)NCCCc1ccccc1 | -8% | u | 0%
Cc1cc(-c2nn(C)c(=O)c3ccccc23)ccc1CNC(=O)NC1CCCCC1 | u | u | 9%
O=C(/C=C/c1ccccc1)Nc1ccc(S(=O)(=O)N2CCOCC2)cc1 | -18% | -18% | x
c1ccc(CSc2nnc3c(n2)OC(c2ccco2)Nc2ccccc2-3)cc1 (configuration not stated) | u | u | 9%
CC(=O)CCN1C(=O)NC2(CCCc3ccccc32)C1=O (configuration not stated) | 10% | 2% | 2%
CCCC(CCC(=O)Nc1cc([N+](=O)[O-])ccc1O)C(=O)O (configuration not stated) | 0% | -5% | 6%
O=C1CCC(=O)N1c1cccc(-c2nc3ccccc3o2)c1 | 3% | -2% | 6%
O=C(CSc1nc(O)c(Cc2ccccc2)c(=O)[nH]1)c1ccccc1 | 2.1µM* | u | 4%
Cc1ccccc1C(=O)c1c[nH]c(C(=O)NCc2cccs2)c1 | u | u | 3%
CCSc1nnc(NC(=O)CSc2nnc(CNC(=O)c3cc(OC)c(OC)c(OC)c3)o2)s1 | -6% | -3% | 5%
C[C@H]1COC(=O)[C@H](CC(=O)OC(C)(C)C)C/C=C\C[C@@H](CC(=O)N(CCO)Cc2ccccc2)C(=O)N1 | u | u | -5%
O=C(CNC(=O)c1ccc(Cl)cc1)OCc1cc(=O)n2nc(C3CC3)sc2n1 | -5% | 5% | 8%
O=C(/C=C/c1ccco1)NCC1OCCc2ccccc21 (configuration not stated) | -3% | 7% | x
CCc1ccc(-c2cc(C(=O)Nn3cnnc3)c3ccccc3n2)cc1 | 13µM* | 7.3µM* | -3%
Cc1[nH]c2ccccc2c1C(=O)COC(=O)c1ccc2c(=O)n3c(nc2c1)CCC3 | -20% | -29% | -1%
CCN(CC)C(=S)SCC(=O)c1ccc(F)cc1 | 4.1µM* | 2.9µM* | 0%
O=C(c1cnn(C(=O)c2ccco2)c1)c1ccccc1O | u | u | 2%
CCCOc1cc(N(CC)CC)ccc1/C=C(/C#N)c1nc2ccc(C)cc2[nH]1 | 13µM* | 21µM* | 7%
COc1ccc(CCNC(=S)N2CCC(C(=O)c3ccc(F)cc3)CC2)cc1OC | u | u | 8%
COc1ccc(NC(=O)C2C(c3ccccc3)C2(Cl)Cl)cc1 (configuration not stated) | u | u | 1%
N=c1n(CCO)c2ccccc2n1CCN1CCCCC1 | 3% | 9% | 3%
Cc1cc(C(=O)N2CCc3ccccc3C2)no1 | -1% | 15% | 5%
CC1CC1C(=O)OCC(=O)NCc1ccc(Cl)cc1 (configuration not stated) | -25% | -9% | 3%
CC(NC(=O)C1CCCN(S(=O)(=O)c2cccc3nonc23)C1)c1ccccc1 (configuration not stated) | -21% | -26% | 0%
COc1ccc2c(c1)[nH]c1c(=O)n(N)cnc12 | -13% | -25% | 3%
Nc1ccc(C(=O)OCc2csc(-c3ccccc3)n2)cc1[N+](=O)[O-] | u | u | -1%
C=CCN(CC=C)S(=O)(=O)c1ccc(C(=O)Nc2sc3c(c2C(N)=O)CCCCC3)cc1 | 13µM* | 13µM* | 5%
CN(Cc1ccc2c(c1)OCCO2)C(=O)CSc1ncnc2sccc12 | u | u | 1%

Single records, from the list above. Order of screens: TDP1 cell noCPT, DT40 TDP1 CPT, TDP1 block
Shown for CCSc1nnc(NC(=O)CSc2nnc(CNC(=O)c3cc(OC)c(OC)c(OC)c3)o2)s1 → -6%, -3%, 5%
Shown for C[C@H]1COC(=O)[C@H](CC(=O)OC(C)(C)C)C/C=C\C[C@@H](CC(=O)N(CCO)Cc2ccccc2)C(=O)N1 → u, u, -5%
Shown for O=C(/C=C/c1ccccc1)Nc1ccc(S(=O)(=O)N2CCOCC2)cc1 → -18%, -18%, x
Shown for O=C(CNC(=O)c1ccc(Cl)cc1)OCc1cc(=O)n2nc(C3CC3)sc2n1 → -5%, 5%, 8%

Next section:
SMILES | TDP1 cell noCPT | DT40 TDP1 CPT | TDP1 block
C/C(=N\Nc1nc(C(C)(C)C)cs1)c1ccc(O)cc1 | 18µM* | -27% | 9%
O=C(Cc1ccc([N+](=O)[O-])cc1)NC(C(=O)O)C(O)c1cccc([N+](=O)[O-])c1 (configuration not stated) | -26% | 10% | 1%
CCn1c(SCc2ccccc2)nnc1-c1nonc1NC(C)=O | -23% | -25% | 4%
CCOCCc1nn2c(=O)cc(COC(=O)c3ccc(NC(=O)c4ccc(F)cc4)cc3)nc2s1 | -11% | -9% | 4%
CCCn1c(-c2ccc(OC)cc2)nc2c(=O)n(C)c(=O)[nH]c21 | -21% | -23% | 5%
CCCCCn1c(=O)[nH]c2cc(C(=O)Nc3ccc(F)c(F)c3)ccc2c1=O | u | -25% | 12%
Cc1ccc(C)c(OCCCN2CCNCC2)c1 | 1% | -8% | x
Cc1ccc(NC(=O)CN2C(=O)c3ccccc3S2(=O)=O)c(C)c1 | 29% | -21% | -3%
O=C(OCCN1C(=O)c2ccccc2C1=O)c1ccccc1 | 12% | 13% | 5%
COC(=O)C1=C(C(=O)OC)[C@@H]2N(Cc3ccccc3)c3ccccc3[C@@]23C[C@@H](C(=O)OC)N(C(=O)c2cccs2)C3=N1 | u | 21µM* | 20%[12.3 µM]
COc1ccc(CCNC(=O)c2cccc(S(=O)(=O)N3CCOCC3)c2)cc1OC | 1% | -5% | 1%
CCC(C)N=C1SCC(C)(/C=N/O)S1 (configuration not stated) | -11% | -7% | 1%
CC(=O)Nc1ccc(NC(=S)NC(=O)c2cc3ccccc3o2)cc1 | -2% | -5% | 3%
COc1cc(O)c2c(=O)c3c(O[C@H]4O[C@@H](CO)[C@H](O)[C@@H](O)[C@@H]4O)ccc(O)c3oc2c1 | 1% | -17% | -6%
CCOC(=O)CCC(=O)Nc1ccccc1C(N)=O | -2% | 16% | 2%
CSc1ccc(CN2CCOc3ccc(CN4CCCCC4CO)cc3C2)cc1 (configuration not stated) | u | -9%[9.04 µM] | x
CCCCn1c(N)c(N(CCC(C)C)C(=O)C2CSC3(C)CCC(=O)N23)c(=O)[nH]c1=O (configuration not stated) | 0% | 17% | -2%
COc1cc2[nH]c(=S)nc(NCc3cccs3)c2cc1OC | 23µM* | -29% | 6%
O=C(Nc1ccccc1)c1cnc2ccccc2n1 | u | -3% | 3%
COc1ccc(/C=C2\N=C(c3ccc(C)cc3)OC2=O)cc1 | -4% | 3% | x
O=C(Nc1ccc(N2CCOCC2)cc1)Nc1ccc2nsnc2c1 | -2% | -2% | 8%
O=C(CN1C(=O)NC2(CCCc3ccccc32)C1=O)N1CCCCC1 (configuration not stated) | 0% | 4% | -5%
N#Cc1ccc2ccn(CC(=O)NCc3ccccc3)c2c1 | 18µM* | u | -2%
Cc1nn(-c2ccc(N3CCCC3)nn2)c(C)c1CCC(=O)Nc1ccc(F)c(Cl)c1 | 26µM* | 18µM* | 7%
Cc1ccc(NC(=O)COC(=O)CCC(=O)c2cccs2)cc1 | -11% | -2% | 2%
O=C1C(c2ccccc2)C2C=CC(C2)N1O (configuration not stated) | -29% | -16% | x
COc1ccc(N(C(=O)c2ccco2)S(=O)(=O)c2ccc(F)cc2)cc1 | -12% | -13% | -3%
Cc1cc(F)ccc1C(O)c1ncc(-c2ccccc2)[nH]1 (configuration not stated) | -18% | -27% | x
C=CCSc1nc(-c2ccc(OC)cc2)c(C#N)c(=O)n1CC=C | 26µM* | 16µM* | -6%

Looked up by compound from the list above:
SMILES | TDP1 cell noCPT | DT40 TDP1 CPT | TDP1 block
COc1cc2[nH]c(=S)nc(NCc3cccs3)c2cc1OC | 23µM* | -29% | 6%
O=C(Nc1ccccc1)c1cnc2ccccc2n1 | u | -3% | 3%
O=C1C(c2ccccc2)C2C=CC(C2)N1O (configuration not stated) | -29% | -16% | x
O=C(Nc1ccc(N2CCOCC2)cc1)Nc1ccc2nsnc2c1 | -2% | -2% | 8%
Cc1ccc(NC(=O)COC(=O)CCC(=O)c2cccs2)cc1 | -11% | -2% | 2%
Cc1nn(-c2ccc(N3CCCC3)nn2)c(C)c1CCC(=O)Nc1ccc(F)c(Cl)c1 | 26µM* | 18µM* | 7%
CCCCn1c(N)c(N(CCC(C)C)C(=O)C2CSC3(C)CCC(=O)N23)c(=O)[nH]c1=O (configuration not stated) | 0% | 17% | -2%

Source: PubChem BioAssay (National Center for Advancing Translational Sciences (NCATS))
